FUS yeast rescue: FUS proteinopathy suppression in yeast | S. cerevisiae FUS-expressing, growth rescue, OD600, 24 h | Potency, µM (series often up to 76.6 µM), inactives show at the top dose growth rescue (activation), actives largely listed as activators | hit rate 0.24% among 390,000;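 note: potency is the fitted concentration of half-maximal effect; plate controls were DMSO vehicle for no effect and reference control for full effect; nearly all actives have a fitted effect of over 55% in size; some results filed as inactive show a strong effect at the top dose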
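Quantitative HTS measuring growth restoration of FUS-toxic yeast. Galactose-induced cells (OD 0.005) were exposed 24hr at 30C to compounds at several concentrations, then absorbance at 600 nm was recorded.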
Abeta yeast res: compounds reversing amyloid beta toxicity in yeast; Potency, µM (series often up to 46.1 µM), without a hit: at the highest dose growth rescue, actives largely listed as activators; yeast expressing A-beta42, growth rescue, OD600, 48 h; response scale: 0% DMSO, 100% iron-clioquinol control; AID 1347071; hit rate 0.063% among 410,000; note: potency is the fitted concentration of half-maximal effect; nearly all actives have a fitted effect of over 55% in size
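Yeast A-beta toxicity model in growth medium with pinned compounds, 48 h at 30 C; growth read as absorbance at 600 nm. Normalized to FeCl3/clioquinol equimolar mix (positive) and DMSO (negative).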
TDP43 rescue: inhibitors of TDP-43 toxicity in yeast; TDP-43 expressing yeast growth rescue, BacTiter-Glo, 24 h; Potency, µM (top dose mostly 46.1 µM), for the others: at the top dose growth rescue (activation), actives largely listed as activators; hit rate 1.8% among 410,000; AID 652104; note: potency is the fitted concentration of half-maximal effect; % of control where 0% means no effect; nearly all actives have a fitted effect of over 50% in size
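In this qHTS, compounds that restore growth of yeast expressing TDP-43 appear as activators. Cells (OD600=0.02, galactose medium, raffinose-pregrown) are incubated with compound 24 hr at 30 deg C and growth is quantified by BacTiter-Glo.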
DRD3 antagonist: blocks the human D3 dopamine receptor | P35462 | D3R cells, DiscoveRx beta-arrestin luminescence, antagonist mode; stronger effect = lower value | max response, negative = inhibition, % | hit rate 2.5% among 360,000 | AID 652054; in the data active = max response below about -50%; inconclusive = no clear call, values can overlap the other calls; note: % is set by controls: 0 for no effect and ±100 for the full control effect; mostly tested at two doses, the higher about 12 µM
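Cells plated overnight at 1500 cells/well, then exposed to library compounds with dopamine controls for 90 minutes at 37 degrees C. DiscoveRx reagent added for 30–60 minutes at room temperature; luminescence read, quantitative HTS format.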
aSyn yeast inh: rescues yeast growth from alpha-synuclein toxicity; Yeast expressing alpha-synuclein, growth rescue, BacTiter-Glo, 24 h; Potency, µM (series often up to 46.1 µM), for the others: at the top dose growth rescue (activation), most hits filed as activators; hit rate 0.14% among 370,000; AID 652106; note: potency is the fitted concentration of half-maximal effect; % of control where 0% means no effect; nearly all actives have a fitted effect of over 65% in size
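Readout is rescue of growth in alpha-synuclein-expressing yeast, so inhibitors of toxicity appear as activators. Growth after 24 hr at 30 deg C in galactose medium is quantified by luminescence.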
D3 ag: activates the human D3 dopamine receptor; hit rate 0.58% among 410,000; P35462; AID 652048; max activation, %; D3R DiscoveRx beta-arrestin cells, luminescence, 90 min; in the data active = max activation above about 30%; note: 0% is about no effect; mostly tested at two doses, the higher about 12 µM
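Agonist mode: compounds and dopamine controls were applied to plated cells for 90 min at 37 degrees C after an overnight attachment at 1500 cells/well. Luminescent read-out followed 30 - 60 minutes at room temperature with DiscoveRx detection reagent.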
EPAC2 antagonist: EPAC2 (human) antagonism | Q8WZA2 | hit rate 0.18% among 360,000 | EPAC2 GEF exchange of Rap1B-BODIPY-GDP, fluorescence | Potency, µM (highest dose often 114 µM), inactives show top-dose activity, negative = inhibition, actives largely listed as inhibitors; note: potency is the fitted concentration of half-maximal effect; % is set by controls: 0 for no effect and ±100 for the full control effect; nearly all actives have a fitted effect of over 45% in size; many of its hits are not listed in these tables
Target sequence (Q8WZA2 whole entry, looked up): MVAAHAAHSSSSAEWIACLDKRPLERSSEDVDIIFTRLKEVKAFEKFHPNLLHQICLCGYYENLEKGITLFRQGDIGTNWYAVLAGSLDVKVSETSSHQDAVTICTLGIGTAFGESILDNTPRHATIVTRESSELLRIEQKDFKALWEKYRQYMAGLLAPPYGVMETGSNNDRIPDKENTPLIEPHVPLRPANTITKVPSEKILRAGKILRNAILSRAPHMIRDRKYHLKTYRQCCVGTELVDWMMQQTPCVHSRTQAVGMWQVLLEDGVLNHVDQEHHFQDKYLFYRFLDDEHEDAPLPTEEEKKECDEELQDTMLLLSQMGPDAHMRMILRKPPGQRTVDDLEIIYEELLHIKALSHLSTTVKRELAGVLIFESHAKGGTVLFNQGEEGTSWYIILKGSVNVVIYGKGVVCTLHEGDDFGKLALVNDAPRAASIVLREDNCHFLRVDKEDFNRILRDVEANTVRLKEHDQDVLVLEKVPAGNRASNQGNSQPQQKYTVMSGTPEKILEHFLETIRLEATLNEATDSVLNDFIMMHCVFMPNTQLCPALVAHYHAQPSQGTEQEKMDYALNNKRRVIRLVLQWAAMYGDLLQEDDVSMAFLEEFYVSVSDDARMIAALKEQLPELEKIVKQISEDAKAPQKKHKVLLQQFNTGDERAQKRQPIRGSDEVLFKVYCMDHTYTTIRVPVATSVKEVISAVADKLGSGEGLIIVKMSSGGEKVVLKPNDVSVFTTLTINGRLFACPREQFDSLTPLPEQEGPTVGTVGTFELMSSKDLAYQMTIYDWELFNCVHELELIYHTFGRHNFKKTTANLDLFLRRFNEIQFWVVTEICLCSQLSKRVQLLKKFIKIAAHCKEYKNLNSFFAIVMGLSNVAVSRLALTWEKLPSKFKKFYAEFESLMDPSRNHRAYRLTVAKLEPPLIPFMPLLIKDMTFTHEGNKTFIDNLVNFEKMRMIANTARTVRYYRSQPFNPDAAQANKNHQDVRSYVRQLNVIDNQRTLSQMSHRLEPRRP
EPAC2 agonist: activates human EPAC2 exchange factor | EPAC2 activation, biochemical qHTS; response scale: 100% = 6.5 mM cAMP response | Potency, µM (top dose mostly 154 µM), for the others: top-dose activation, hits mostly activators | Q8WZA2 | hit rate 0.079% among 360,000; note: potency is the fitted concentration of half-maximal effect; nearly all actives have a fitted effect of over 50% in size
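Setup: EPAC2 100 nM, labeled Rap1B complex 250 nM, free GDP 50 uM. Compound titrations pinned in, brief spin, 5 min room temperature incubation. Kinetic fluorescence read over 30 min, normalized to 6.5 mM cAMP.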
* hit, by the source's call; [ ] = dose if it differs, or a comment. Unless noted, calls come from the whole dose curve; as a rule, active = well fitted curve in the direction sought with a large enough effect; inconclusive = small, poorly fitted or top-dose-only effect, or another doubt; inactive = no such curve, though single readings can be large; an effect the other way counts as inactive or inconclusive.

How did CC1(C(=O)N2CC3(CC(c4cccc(NC(=O)CC(c5ccccc5)c5ccccc5)c4)=NO3)C[C@@H]2C(N)=O)CC1 (stereo partly specified) do in these assays?
FUS yeast rescue: inconclusive; Abeta yeast res: -1%; TDP43 rescue: 2%; DRD3 antagonist: 24; aSyn yeast inh: 4%; D3 ag: 25; EPAC2 antagonist: 2%; EPAC2 agonist: 3%

How did CC(=O)c1ccc(S(=O)(=O)NCCc2cn3ccc(C)cc3n2)cc1 do in these assays?
FUS yeast rescue: 5%; Abeta yeast res: -1%; TDP43 rescue: 1%; DRD3 antagonist: 4; aSyn yeast inh: 7%; D3 ag: 4; EPAC2 antagonist: 2%; EPAC2 agonist: -2%

How did O=C(Nc1ccc(O)c(-c2nc3ccccc3o2)c1)C1(c2ccc([N+](=O)[O-])cc2)CCCC1 do in these assays?
FUS yeast rescue: 3%; Abeta yeast res: -3%; TDP43 rescue: 17%; DRD3 antagonist: -20; aSyn yeast inh: 5%; D3 ag: -1; EPAC2 antagonist: 8%; EPAC2 agonist: -1%

What do the screens show for `O=C1N(Cc2cccc(C(F)(F)F)c2)c2ccccc2S(=O)(=O)N1c1cccc(Cl)c1`?
FUS yeast rescue: 31%; Abeta yeast res: 17%; TDP43 rescue: inconclusive; D3 ag: 6

How did Cc1onc(-c2ccccc2Cl)c1C(=O)Oc1ccc(Br)cc1 do in these assays?
FUS yeast rescue: -14%; Abeta yeast res: -35%; TDP43 rescue: -9%; D3 ag: -7

How did CNS(=O)(=O)c1cn(CC(=O)NCc2ccccc2OC)cc1S(=O)(=O)NC do in these assays?
FUS yeast rescue: 22%; Abeta yeast res: -2%; TDP43 rescue: -13%; DRD3 antagonist: -2; aSyn yeast inh: 12%; D3 ag: 11; EPAC2 antagonist: 0%; EPAC2 agonist: 9%

Results for O=C(NCC(=O)N(CCc1ccccc1)C(C(=O)NC1CCCC1)c1cccnc1)c1ccco1 (stereo unspecified) ?
FUS yeast rescue: 22%; Abeta yeast res: 3%; TDP43 rescue: -6%; DRD3 antagonist: -6; aSyn yeast inh: 0%; D3 ag: -3; EPAC2 antagonist: -8%; EPAC2 agonist: 0%

What do the screens show for `C/C(=N/NC(=O)c1cccc(N2CCCC2=O)c1)c1ccncc1`?
FUS yeast rescue: -9%; Abeta yeast res: -2%; TDP43 rescue: -9%; DRD3 antagonist: 5; aSyn yeast inh: -5%; D3 ag: 4; EPAC2 antagonist: -1%; EPAC2 agonist: 6%

How did O=C(NCc1ccccc1)c1nncc(-c2ccccc2)n1 do in these assays?
FUS yeast rescue: -24%; Abeta yeast res: -27%; TDP43 rescue: inconclusive; DRD3 antagonist: inconclusive; aSyn yeast inh: -5%; D3 ag: -20; EPAC2 antagonist: 0%; EPAC2 agonist: 8%

What do the screens show for `O=[N+]([O-])c1ccccc1CCc1ccccc1[N+](=O)[O-]`?
FUS yeast rescue: 3%; Abeta yeast res: -8%; TDP43 rescue: 6%; DRD3 antagonist: -3; aSyn yeast inh: 10%; D3 ag: -10; EPAC2 antagonist: -8%; EPAC2 agonist: 3%

What do the screens show for `Cc1noc(C)c1COC(=O)c1cccnc1Cl`?
FUS yeast rescue: -5%; Abeta yeast res: -8%; TDP43 rescue: 7%; DRD3 antagonist: 4; aSyn yeast inh: -1%; D3 ag: 0; EPAC2 antagonist: 4%; EPAC2 agonist: 5%

What do the screens show for `CC(OC(=O)C1=COCCO1)C(=O)Nc1ccc(Cl)cn1` (stereo unspecified)?
FUS yeast rescue: 6%; Abeta yeast res: 2%; TDP43 rescue: -4%; DRD3 antagonist: 13; aSyn yeast inh: 9%; D3 ag: 1; EPAC2 antagonist: 1%; EPAC2 agonist: -8%

What do the screens show for `Brc1ccccc1-n1nnc(-c2cnc3ccccc3c2)n1`?
FUS yeast rescue: 30%; Abeta yeast res: 7%; TDP43 rescue: -22%; DRD3 antagonist: 0; aSyn yeast inh: -22%; D3 ag: -16; EPAC2 antagonist: -3%; EPAC2 agonist: 3%

What do the screens show for `COc1cc(C(=O)OCC(=O)N(C)C)cc(NC(=O)c2ccco2)c1OC`?
FUS yeast rescue: 5%; Abeta yeast res: -14%; TDP43 rescue: 12%; DRD3 antagonist: 6; aSyn yeast inh: 2%; D3 ag: 9; EPAC2 antagonist: -3%; EPAC2 agonist: -7%

Results for COc1ccc(C=CC(=O)c2ccc(OC)c(OC)c2O)cc1OC ?
FUS yeast rescue: 19%; Abeta yeast res: -27%; TDP43 rescue: 13µM*; DRD3 antagonist: -5; aSyn yeast inh: inconclusive; D3 ag: 1; EPAC2 antagonist: -1%; EPAC2 agonist: 3%

How did CC1(C)CC(=O)CC(=O)/C1=N\Nc1c(Cl)cc(Cl)cc1Cl do in these assays?
FUS yeast rescue: -3%; Abeta yeast res: -8%; TDP43 rescue: 0%; DRD3 antagonist: -3; aSyn yeast inh: -8%; D3 ag: -7; EPAC2 antagonist: 21%; EPAC2 agonist: -4%

How did COc1ccc2c(CC(=O)Nc3cccc(S(=O)(=O)N4CCOCC4)c3)coc2c1 do in these assays?
Abeta yeast res: 1%; TDP43 rescue: 9%; DRD3 antagonist: -6; aSyn yeast inh: 3%; D3 ag: 1; EPAC2 antagonist: -13%; EPAC2 agonist: -2%

Results for Cc1cc(=O)oc(C)c1C(=O)N1CCN(C)CC1 ?
FUS yeast rescue: 2%; Abeta yeast res: 14%; TDP43 rescue: -1%; DRD3 antagonist: -9; aSyn yeast inh: 0%; D3 ag: -5; EPAC2 antagonist: -3%; EPAC2 agonist: 9%

How did COC(=O)c1ccsc1NC(=O)CSc1nnnn1-c1ccccc1SC do in these assays?
FUS yeast rescue: 31%; Abeta yeast res: 1%; TDP43 rescue: -8%; DRD3 antagonist: 34; aSyn yeast inh: 0%; D3 ag: 2; EPAC2 antagonist: 5%; EPAC2 agonist: 12%

Results for CC(=O)Nc1nnc(S(=O)(=O)N2CCN(c3ccc([N+](=O)[O-])cc3Cl)CC2)s1 ?
FUS yeast rescue: -9%; Abeta yeast res: -3%; TDP43 rescue: -11%; DRD3 antagonist: -9; aSyn yeast inh: -2%; D3 ag: -12; EPAC2 antagonist: 1%; EPAC2 agonist: 5%

How did COc1ccccc1NS(=O)(=O)c1ccc(NC(=O)Cc2cccs2)cc1 do in these assays?
Abeta yeast res: 2%; TDP43 rescue: 0%; DRD3 antagonist: 5; aSyn yeast inh: -11%; D3 ag: 3; EPAC2 antagonist: -9%; EPAC2 agonist: 5%

How did CCOC(=O)CN(C)Cc1cn[nH]c1-c1ccc2cc(OC)ccc2c1 do in these assays?
FUS yeast rescue: -5%; Abeta yeast res: 8%; TDP43 rescue: -3%; DRD3 antagonist: -6; aSyn yeast inh: -6%; D3 ag: 0; EPAC2 antagonist: -2%; EPAC2 agonist: 10%

Results for CCOC(=O)C1CCCN(C(=O)C2CCC(CNS(=O)(=O)c3ccc(NC(C)=O)cc3)CC2)C1 (stereo unspecified) ?
FUS yeast rescue: 17%; Abeta yeast res: 8%; TDP43 rescue: 4%; DRD3 antagonist: 3; aSyn yeast inh: -8%; D3 ag: -1; EPAC2 antagonist: 13%; EPAC2 agonist: 5%

What do the screens show for `O=C(CN1CCCCC1)Nc1ccc(F)c(Cl)c1`?
FUS yeast rescue: -9%; Abeta yeast res: 20%; TDP43 rescue: -3%; DRD3 antagonist: -58*; aSyn yeast inh: -6%; D3 ag: -3; EPAC2 antagonist: 5%; EPAC2 agonist: 7%

What do the screens show for `Cc1ccc2c(c1)N(CC(=O)NC(C)CCc1ccccc1)C(=O)c1cccnc1O2` (stereo unspecified)?
FUS yeast rescue: 14%; Abeta yeast res: 12%; TDP43 rescue: 15%; DRD3 antagonist: 12; aSyn yeast inh: 0%; D3 ag: 3; EPAC2 antagonist: -16%; EPAC2 agonist: 5%

What do the screens show for `COc1ccc(C2C(C(=O)N3CCOCC3)=C(C)NC3=C2C(=O)CC(C)(C)C3)cc1O` (stereo unspecified)?
FUS yeast rescue: 21%; Abeta yeast res: 0%; TDP43 rescue: -13%; DRD3 antagonist: -3; aSyn yeast inh: 2%; D3 ag: 3; EPAC2 antagonist: -2%; EPAC2 agonist: 1%

How did Cc1cnc(C(=O)N2CCN(S(=O)(=O)c3ccc(F)c(F)c3F)CC2)cn1 do in these assays?
FUS yeast rescue: -15%; Abeta yeast res: 4%; TDP43 rescue: 10%; DRD3 antagonist: 13; aSyn yeast inh: -4%; D3 ag: -1; EPAC2 antagonist: 7%; EPAC2 agonist: 6%

How did COc1ccccc1NC(=O)c1ccc(S(=O)(=O)N(C)c2ccccc2OC)cc1 do in these assays?
FUS yeast rescue: inconclusive; Abeta yeast res: -23%; TDP43 rescue: 9%; DRD3 antagonist: 7; aSyn yeast inh: 6%; D3 ag: -1; EPAC2 antagonist: 0%; EPAC2 agonist: 20%

How did O=c1cc(-c2ccccc2)[nH]n1-c1ccc([N+](=O)[O-])cc1 do in these assays?
FUS yeast rescue: 37%; Abeta yeast res: -22%; TDP43 rescue: 0%; DRD3 antagonist: inconclusive; aSyn yeast inh: -52%[inhibitor]; D3 ag: -13; EPAC2 antagonist: 13%; EPAC2 agonist: 4%

Results for O=C(Cc1ccccc1)Nc1ccc(NC(=O)c2ccccc2)c(Cl)c1 ?
FUS yeast rescue: 32%; Abeta yeast res: 3%; TDP43 rescue: 2%; DRD3 antagonist: -16; aSyn yeast inh: -3%; D3 ag: 12; EPAC2 antagonist: -9%; EPAC2 agonist: 4%

Results for O=C(NCc1cccs1)c1ccc2c(c1)N(Cc1ccccc1Cl)C(=O)c1ccccc1S2 ?
FUS yeast rescue: inconclusive; Abeta yeast res: -2%; TDP43 rescue: 19%; D3 ag: 0

What do the screens show for `Cc1ccc(NC(=O)COc2cccc3c2OC(C)(C)C3)c(O)c1`?
Abeta yeast res: -9%; TDP43 rescue: 11µM*; DRD3 antagonist: 25; aSyn yeast inh: 1%; D3 ag: 2; EPAC2 antagonist: -7%; EPAC2 agonist: 2%

What do the screens show for `C#Cc1ccc([C@H]2C=C(C(=O)N3CCN(Cc4ccc5c(c4)OCO5)CC3)O[C@@H](OCc3ccc(CO)cc3)C2)cc1`?
FUS yeast rescue: 31%; Abeta yeast res: 0%; TDP43 rescue: 0%; DRD3 antagonist: -3; aSyn yeast inh: -1%; D3 ag: -49; EPAC2 antagonist: 6%; EPAC2 agonist: 1%

Bioassay records from PubChem.

Only part of the results is shown. The share of hits here may be higher or lower than overall.
